# AmpC inh det – AmpC beta-lactamase inhibition, detergent assay; purified AmpC, nitrocefin hydrolysis with detergent; Potency, µM (titrated, usually from 28.7 µM), inactives show at the highest dose activity change, negative = inhibition; AID 584; 0.09% of 71,000 active; active means well fitted curve in the direction sought with a large enough effect
# Target sequence (P00811 whole entry, looked up): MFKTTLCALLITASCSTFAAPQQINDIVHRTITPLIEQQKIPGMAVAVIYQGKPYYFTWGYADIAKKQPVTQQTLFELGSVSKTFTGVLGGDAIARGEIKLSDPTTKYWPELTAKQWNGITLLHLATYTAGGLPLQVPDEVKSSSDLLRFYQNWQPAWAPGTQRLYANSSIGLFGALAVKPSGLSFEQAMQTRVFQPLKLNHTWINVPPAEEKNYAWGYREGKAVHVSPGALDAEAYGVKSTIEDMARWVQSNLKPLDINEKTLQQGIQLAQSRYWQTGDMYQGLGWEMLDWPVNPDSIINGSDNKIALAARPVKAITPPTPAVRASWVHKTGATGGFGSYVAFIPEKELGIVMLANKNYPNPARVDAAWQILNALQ
#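 E. coli AmpC (5.3 nM) in 20 mM phosphate pH 7.0 with 0.01% Triton X-100, preincubated 15 min RT with compound; nitrocefin (2 uL of 800 uM stock) hydrolysis followed by 480 nm absorbance every 20 s over 4 min.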
# The depositor's hits bear a star; [ ] = another dose, or the depositor's remark. On the % scale 0 is the no-effect control and ±100 the full control effect; potency means the concentration at half of the fitted maximal effect. These rows are one share of the data; rates above refer to the full screens.
SMILES,AmpC inh det
CC(=O)Nc1nc2c(ncn2COCCOC(C)=O)c(=O)[nH]1,1%
Cc1ccc2c(c1)N(CCC(=O)NCc1ccccn1)C(=O)CO2,-5%
N#Cc1c2c(c(NCCCN3CCOCC3)n3c1nc1ccccc13)CCC2,-1%
CCCCOc1ccccc1Cn1c(=O)oc2ccc(C)cc21,0%
CCOC(=O)N1CCC(NC(=O)c2cc(-c3ccc(F)cc3)[nH]c2C)CC1,1%
Cc1ccc(S(=O)(=O)NC2(C(F)(F)F)C(=O)Nc3c2c(=O)n(C)c(=O)n3C)cc1 (configuration not stated),-1%
COc1ccccc1S(=O)(=O)Cc1ccc(C(=O)NC2CCCCC2)o1,-1%
CCC(C)NC(=O)C1CCN(S(=O)(=O)c2cccnc2)CC1 (configuration not stated),-5%
Cc1ccc(C)c(N2CCN(C(=O)CCNC(=O)Cn3ccc4ccccc4c3=O)CC2)c1,1%
Fc1cccc2sc(Nc3nnc(-c4ccco4)o3)nc12,-3%
NC(=O)c1nsc(C(=O)N(CCc2ccccc2)C(C(=O)NC2CCCC2)c2ccco2)c1N (configuration not stated),-3%
O=C(Nc1ccc(NC(=O)C2CCCCC2)cn1)c1ccco1,11%
Cc1ccc(Cn2ccc(NC(=O)c3noc4c3CCCC4)n2)cc1,1%
CCc1nnc(SCc2ccc(C(=O)OC)o2)n1N,0%
COCCCn1c(C2CCCCC2)nc2oc3cc(OC)ccc3c(=O)c2c1=O,6%
CC1COC(c2cccn2Cc2ccccc2Cl)=N1 (configuration not stated),0%
O=C(O)c1ccccc1C(=O)N1CC=C(c2ccccc2)CC1,8%
O=C1c2ccccc2C(Nc2ccc(Cl)cn2)N1c1cccnc1 (configuration not stated),12%
COc1ccccc1NC(=O)c1ccccc1NS(C)(=O)=O,11%
CCN1CCN(C(=O)c2ccccc2N(Cc2ccccc2)S(C)(=O)=O)CC1,-6%
CC(C)C(NC(=O)C1CCCCC1)C(=O)N1CCN(c2ccc(F)cc2)CC1 (configuration not stated),19%
COc1ccc(Cc2ccccc2C(=O)O)c2ccccc12,0%[5.75 µM]
NC(=O)c1ccc(OC[C@H](O)CN2CC=C(c3ccc(F)cc3)CC2)cc1,-3%
CCCC(C)NC(=O)c1ccc(F)cc1 (configuration not stated),2%
CCCc1cc(=O)oc2cc3occ(C)c3cc12,8%
CCC(C)(C)n1nnnc1C(c1ccc(C)cc1)N1CCN(Cc2cccnc2)CC1 (configuration not stated),-3%
CCOC(=O)C1=C(C)OC(N)=C(C#N)C1c1ccsc1 (configuration not stated),-3%
O=C(Nc1cccc2cccnc12)[C@@H]1[C@@H](C(=O)O)[C@H]2CC[C@@H]1O2,1%[5.75 µM]
CCOc1ccc(NC(=O)c2nccnc2CO)cc1,-3%
N#Cc1cc2[nH]c(=O)c(=O)[nH]c2cc1[N+](=O)[O-],-1%
Cc1ccc(-n2c(SCC(=O)OC(C)C)nnc2-c2ccncc2)cc1,-7%
Cc1ccc(C2(C)NC(=O)N(CC(=O)Nc3ccc4c(c3)OCO4)C2=O)cc1 (configuration not stated),1%
Cc1cc(C)n(CCc2nc3c4ccccc4nc(SCc4ccc(C#N)cc4)n3n2)n1,0%
O=C(O)CCc1nc2ccccc2n(CCc2ccccc2)c1=O,5%
CS(=O)(=O)Nc1cccc(-c2cncnc2Nc2ccccc2)c1,7%
O=C(NCC1COc2ccccc2O1)C1CCCN(S(=O)(=O)c2cccc3cccnc23)C1 (configuration not stated),11%
Cn1c(C(=O)N2CCCc3ccccc32)cc2c(=O)n3ccccc3nc21,-1%
C[C@@H](N)Cc1cnc[nH]1,2%
Cc1cnc2cc(Cl)ccc2c1SCC(=O)O,-2%[5.75 µM]
CCC(C)c1ccc(NC(=O)CC(C)=O)cc1 (configuration not stated),-4%
O=C(CCN1CCN(c2ccccc2F)CC1)c1ccc(Br)cc1,-6%
COC(=O)Nc1sc2c(c1C(N)=O)CCCCCC2,-4%
COc1ccccc1NC(=O)Cn1nc(C(F)(F)F)c2c1CCCC2,-5%
COC(=O)c1ccc2c(c1)N(Cc1nc(-c3ccc(Cl)cc3)oc1C)C(=O)C1CCCN21 (configuration not stated),8%
O=C(CCc1nc(-c2ccccc2F)no1)N1CCC2(CC1)OCCO2,-2%
COc1ccccc1CCNC(=O)CSc1nc(-c2ccco2)cc(C(F)(F)F)n1,11%
CCC1(NC(C)=O)CC2CC1CC2NC(C)=O (configuration not stated),-2%
c1ccc2nc(-c3nc4ccccc4o3)ccc2c1,-2%
COCCNC(=O)C(c1cccs1)N(C(=O)Cn1nnc2ccccc21)c1ccccc1 (configuration not stated),-1%
CN(C)c1nc(N)nc(CSc2ncc(Cl)cc2Cl)n1,-4%
Cn1c(=O)c2c(nc(CN3CCN(C(=O)c4ccco4)CC3)n2Cc2ccc(Cl)cc2)n(C)c1=O,-1%
Cc1nnc(N(C)C(=O)Cc2ccc3c(c2)OCO3)s1,14%
COC(=O)C1(C)NC(=O)c2ccccc2N1 (configuration not stated),9%
c1ccc2nc(CC[C@@H]3CCCCN3)ccc2c1,-3%[5.75 µM]
Cn1c(=O)[nH]c(=O)c2c1nc(N1CCOCC1)n2CCN1CCOCC1,16%
CN(C(=O)COc1cc(=O)n(C)c2ccccc12)c1cccc(Cl)c1,5%
c1ccc(C2CC3CC4(CCCC4)N2O3)cc1 (configuration not stated),6%
c1ccc(-n2nnc3c(N4CCOCC4)ncnc32)cc1,-3%
O=C(COC(=O)c1ccc[nH]c1=O)NC1CCCC1,-5%
Cc1nn(Cc2ccc(Br)cc2)c(C)c1NC(=O)c1nn(C)cc1Cl,-2%

# Continued (6 carried over from the part before).
SMILES,AmpC inh det
Cn1c(=O)[nH]c(=O)c2c1nc(N1CCOCC1)n2CCN1CCOCC1,16%
CN(C(=O)COc1cc(=O)n(C)c2ccccc12)c1cccc(Cl)c1,5%
c1ccc(C2CC3CC4(CCCC4)N2O3)cc1 (configuration not stated),6%
c1ccc(-n2nnc3c(N4CCOCC4)ncnc32)cc1,-3%
O=C(COC(=O)c1ccc[nH]c1=O)NC1CCCC1,-5%
Cc1nn(Cc2ccc(Br)cc2)c(C)c1NC(=O)c1nn(C)cc1Cl,-2%
COC(=O)C1=C(C(C)=O)C(c2ccc(C)cc2)n2nnnc2N1 (configuration not stated),9%
CC1=CC(C)=Nc2ccc(C)cc2N1,23%
O=C(Nc1cnn(Cc2ccc(Cl)cc2)c1)C1CCCC1,1%
O=C(C1CCCN(S(=O)(=O)c2ccc(F)cc2)C1)N1CCCC1 (configuration not stated),-3%
CCc1ccccc1N(CC(=O)NCc1ccco1)C(=O)c1snc(C(N)=O)c1N,5%
Cc1cccc(OCc2nnc(SCc3nc4ccccc4c(=O)[nH]3)o2)c1,-2%
O=C(Cn1nc(-c2ccccc2)ccc1=O)Nc1ccc(N2CCN(C(=O)c3ccccc3)CC2)cc1,-1%
O=C(c1cc(-c2cccc(O)c2)on1)N1CCN(C(c2ccccc2)c2ccccc2)CC1,7%
O=C(O)C1CC(c2cccc(Br)c2)=NO1 (configuration not stated),-5%
CCCCn1c(SCN2C(=O)c3ccccc3C2=O)nc2cc(S(N)(=O)=O)ccc21,-1%
CC1(C)CC(=O)c2cnc(NC(=O)CSc3nc4ccccc4o3)nc2C1,-7%
Cc1cc(Cl)cc(C)c1OCCCCn1ccnc1,-3%
CCN1C(=O)/C(=C/N2CCc3ccccc32)SC1=S,-3%
O=C(c1cc(C(F)(F)F)cc(C(F)(F)F)c1)N1CCC2(CC1)CCN(c1ccccc1)CC2,-3%
CCN(CC)S(=O)(=O)c1ccc(NC(=O)C2COc3ccccc3O2)cc1 (configuration not stated),-5%
Cc1ccccc1-c1nnn(CC(=O)c2ccc(S(=O)(=O)N3CCCC3)cc2)n1,-3%
COc1cccc(-c2cc(C(F)(F)F)n3nc(N)nc3n2)c1,-4%
COc1ccccc1S(=O)Cc1ccc(C(=O)NC2CCCC2)o1 (configuration not stated),11%
CCC(=O)Nc1ccc(C(=O)Nc2ccc3c(c2)C(=O)N(CC2CCCO2)C3=O)cc1 (configuration not stated),-4%
OC[C@@H]1NC[C@@H](O)[C@@H](O)[C@H]1O,-3%
O=C(Cn1nnc(-c2ccc(S(=O)(=O)N3CCCC3)cc2)n1)NCC1CCCO1 (configuration not stated),13%
O=S(=O)(c1cccs1)N1CCN(CC(O)COc2cc(Cl)ccc2Cl)CC1 (configuration not stated),-4%
CCSc1nnc(NC(=O)c2ccccn2)s1,13%
O=C(O)c1cc(-c2ccc3cc4c(cc3c2)OCO4)nc2ccccc12,-3%[5.75 µM]
FC(F)(F)c1ccccc1-c1cncnc1NCc1cccs1,4%
CCOC(=O)N1CCN(C(=O)CSCC(=O)Nc2nc(-c3ccc(OC)cc3)cs2)CC1,-1%
O=C(NCC12CC3CC(CC(C3)C1)C2)c1cc2n(n1)C(C(F)(F)F)CC(c1ccco1)N2 (configuration not stated),22%
COC(=O)c1ccc(NC(=O)C2CCCO2)cc1 (configuration not stated),11%
C[N+](=O)[O-],9%
Cc1ncc(CN=Cc2ccc(Cl)cc2)c(N)n1,-2%[5.75 µM]
C[C@@H]1CCc2cc(F)cc3c(=O)c(C(=O)O)cn1c23,-6%[12.8 µM]
CCOc1cc(C(=O)OCC(=O)NCc2ccco2)cc(OCC)c1OCC,10%
O=C(c1ccncc1)N1CCC2(CCCN(Cc3nccs3)C2)CC1,2%
CC(C)c1cc(CN(C)C)c(O)c(C(C)(C)C)c1,-4%[5.75 µM]
CCN1C(=O)c2cccc3c(NC(=O)c4ccc(S(=O)(=O)N5CCOCC5)cc4)ccc1c23,-3%
CCC(C)c1ccc2oc(-c3ccc(NC(=O)c4ncn[nH]4)cc3)nc2c1 (configuration not stated),-5%
COc1ccc(OC)c2c(C)cc(NCCN3CCOCC3)nc12,7%
CCOc1cc(-c2nc3cc(C)ccn3c2NCC2CCCO2)ccc1O (configuration not stated),-6%
CCOC(=O)C(NC(=O)c1ccccc1)(N1CCCC1=O)C(F)(F)F (configuration not stated),-2%
Cn1c(=O)oc2ccc(C(=O)CSc3nnnn3-c3ccccc3)cc21,1%

# Entries listed so far containing a Cl atom (12):
SMILES,AmpC inh det
CC1COC(c2cccn2Cc2ccccc2Cl)=N1 (configuration not stated),0%
O=C1c2ccccc2C(Nc2ccc(Cl)cn2)N1c1cccnc1 (configuration not stated),12%
Cc1cnc2cc(Cl)ccc2c1SCC(=O)O,-2%[5.75 µM]
COC(=O)c1ccc2c(c1)N(Cc1nc(-c3ccc(Cl)cc3)oc1C)C(=O)C1CCCN21 (configuration not stated),8%
CN(C)c1nc(N)nc(CSc2ncc(Cl)cc2Cl)n1,-4%
Cn1c(=O)c2c(nc(CN3CCN(C(=O)c4ccco4)CC3)n2Cc2ccc(Cl)cc2)n(C)c1=O,-1%
CN(C(=O)COc1cc(=O)n(C)c2ccccc12)c1cccc(Cl)c1,5%
Cc1nn(Cc2ccc(Br)cc2)c(C)c1NC(=O)c1nn(C)cc1Cl,-2%
O=C(Nc1cnn(Cc2ccc(Cl)cc2)c1)C1CCCC1,1%
Cc1cc(Cl)cc(C)c1OCCCCn1ccnc1,-3%
O=S(=O)(c1cccs1)N1CCN(CC(O)COc2cc(Cl)ccc2Cl)CC1 (configuration not stated),-4%
Cc1ncc(CN=Cc2ccc(Cl)cc2)c(N)n1,-2%[5.75 µM]

# The list goes on:
SMILES,AmpC inh det
O=C(CCC(=O)N1CCN(C2CCCCC2)CC1)Nc1nnc(C(F)(F)F)s1,-3%
CCOc1ccc(OCC)c(NC(=O)CN(c2ccc(C)cc2)S(=O)(=O)c2c(C)noc2C)c1,0%
O=C(c1cc(S(=O)(=O)N2CCCCC2)c(Cl)cc1N1CCOCC1)N1CCOCC1,5%
N#C/C(=C\Nc1ccccn1)C(=O)c1ccco1,-2%[5.75 µM]
Cc1cccc(C)c1NC(=O)Cn1nnc(-c2ccc(N3CCOCC3)cc2)n1,-6%
CC[C@](N)(CCC(=O)O)C(=O)O,0%
CCCc1[nH]nc2c1C(c1cccc(OC(=O)c3ccco3)c1)C(C#N)=C(N)O2 (configuration not stated),-2%
CC(C)CCn1c(=O)c2ccccc2n2c(CN(C)Cc3ccccc3)nnc12,-4%
O=C(COc1ccc(S(=O)(=O)NC2CCCC2)cc1)N1CCCCCC1,-4%
OC[C@@H]1O[C@H](n2cnc3c(/C=C(\O)c4ccccc4)ncnc32)[C@H](O)[C@@H]1O,0%[5.75 µM]
Cc1ccc2nc(NC(=O)CCNS(=O)(=O)c3cccs3)sc2c1,-2%
CCOC(=O)Cn1cc(C(=O)c2ccco2)c2ccccc21,0%
CC1=CCC2C(=O)N(c3nc(C)cc(C)n3)C(=O)C2C1 (configuration not stated),-5%
CCOc1ccc(N2C(=O)c3cccnc3C2=O)cc1,-3%
CN1CCN(c2oc(-c3cccs3)nc2S(=O)(=O)c2ccccc2)CC1,-2%
COc1cccc(C(=O)N2CCN(C3CCC(c4ccccc4)CC3)CC2)c1 (configuration not stated),-2%
O=C(c1ccc(NS(=O)(=O)c2ccccc2)cc1)N1CCN(Cc2ccc3c(c2)OCO3)CC1,-4%
CCOC(=O)c1sc(NC(=O)CSc2ncn(-c3ccccc3)n2)nc1C,9%
N#Cc1ccc(NC(=O)CN2C(=O)NC(Cc3ccccc3)C2=O)cc1 (configuration not stated),-2%
O=C(Oc1ccccc1)N1CCC2(CCCN(c3ccc(-c4ccccc4)cc3)C2)CC1,3%
CCOC(=O)c1nn(-c2cc(C(=O)OC)cc(C(=O)OC)c2)cc1O,-4%
Cc1ccc(NC(=O)Cn2cccc2)c(Br)c1,-3%
O=C(CSc1nnc(-c2ccccc2Br)o1)N1CCc2ccccc2C1,0%
Cn1c(=O)oc2cc(S(=O)(=O)NCCC(=O)NC3CCCC3)ccc21,-3%
COC(=O)C1C(=O)C2=C(CC1C)NC(C)=C(C(=O)OCc1ccc(OC)cc1)C2c1ccc(C)o1 (configuration not stated),-2%
CCOC(=O)N1CCN(C(=O)c2ccc(NS(C)(=O)=O)cc2)CC1,-3%

# High-throughput results as filed in PubChem.
